CAL PDZ FP-1 = CAL PDZ peptide-binding inhibitors, primary screen, biochemical, fluorescence polarization, Cer-tagged CAL PDZ, HTS. hit rate 0.02% among 330,000. inhibition, % at 20 µM. purified CAL PDZ, TMR-peptide fluorescence polarization, 1 h. AID 504414, 2011. Golgi-associated PDZ and coiled-coil motif-containing protein (Homo sapiens), Q9HD26;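 active = highest replicate inhibition of at least 40%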;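 also: plate controls were DMSO neutral control wells for no effect and unlabeled competitor peptide control wells for full effect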
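Control set: unlabelled peptide and DMSO controls / Material: purified CerCALP PDZ construct / Timing: 1 h incubation at room temperature before polarization reading / Doses: 20 µM, one dose / Detection: fluorescence polarization (mP)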
SR-BI uptake up = activators of SR-BI mediated DiI-HDL uptake, primary screen, ldlA[mSR-BI] CHO cells, DiI fluorescence; 3 h; 100 = double the neutral-control signal; activation, % at 12.5 µM; hit rate 0.096% among 320,000; AID 504775, 2011;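 active = mean replicate activation of at least 60% and every replicate at or above 60%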;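 also: 0% = median plate neutral-control signal and 100% = twice that signal; values of inactives mirror those of a sister screen read the other way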
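Test system: SR-BI-overexpressing, LDLR-lacking CHO cells; Also added: labelled HDL, 10 µg/mL; Measured by: bottom-read cell fluorescence after medium removal, ex 550/em 595 nm; Timing: 3 h uptake period with compound, 37 °C; Buffer or medium: F12, 0.5% BSA, 25 mM HEPES; Doses: single compound concentration, delivered by pin transfer.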
RTF Ca sens inh = cardiac RTF calcium sensitivity inhibitors, primary screen, biochemical, IANBD-TnC fluorescence, EC70 calcium. IANBD-labeled cardiac RTF, Ca2+ fluorescence. inhibition, % at 7.15 µM. hit rate 0.12% among 340,000. AID 493244, 2011;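 active = inhibition above the mean inhibition of all tested compounds plus 3 SD, cut at about 17% in these data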;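 also: assay run at fixed EC70 calcium of 1.6 mM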
Rtt109 Vps75 = inhibitors of C. albicans Rtt109/Vps75 HAT, primary screen, biochemical, ThioGlo CoA-SH fluorescence, plate reader | purified Rtt109/Vps75, 4 h | inhibition, % at 34.9 µM | hit rate 0.16% among 330,000 | AID 540336, 2011;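 active = inhibition of at least 50% in every replicate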
PKA-R2B activ = activators of PKA-R2B holoenzyme, primary screen, biochemical, fluorescence polarization, Cy5-IP20, human; PKA-R2B holoenzyme dissociation; R2B truncated from residue 108, S112A mutant; 0% DMSO only, 100% 113 µM cGMP; activation, % at 11.4 µM; hit rate 0.079% among 340,000; AID 504700, 2011;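 active = activation above a cutoff set at the mean over all compounds plus 3 SD, cut at about 18% in these data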;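 also: higher means more holoenzyme dissociation and a rise in polarization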
Target sequence (P31323 whole entry, looked up, other chains not shown, the tested form may be a part): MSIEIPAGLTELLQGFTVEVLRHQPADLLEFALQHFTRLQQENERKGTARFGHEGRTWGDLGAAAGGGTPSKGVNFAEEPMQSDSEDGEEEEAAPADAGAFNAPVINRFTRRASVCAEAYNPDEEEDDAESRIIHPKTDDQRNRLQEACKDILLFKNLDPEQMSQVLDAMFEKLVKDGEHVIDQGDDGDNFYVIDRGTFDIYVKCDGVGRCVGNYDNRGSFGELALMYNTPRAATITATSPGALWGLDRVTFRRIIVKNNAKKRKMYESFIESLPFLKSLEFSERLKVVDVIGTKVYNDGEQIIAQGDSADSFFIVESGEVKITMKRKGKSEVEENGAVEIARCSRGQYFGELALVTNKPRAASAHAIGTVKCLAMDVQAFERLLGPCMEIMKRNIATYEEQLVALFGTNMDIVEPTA
CAL PDZ FP-2 = untagged CAL PDZ binding inhibitors, primary screen, biochemical, fluorescence polarization, HTS; purified CAL PDZ, TMR-peptide fluorescence polarization, 1 h; AID 602252, 2012; inhibition, % at 24.9 µM; hit rate 0.92% among 300,000;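 active = mean inhibition of at least 30% with at least half of replicates also reaching 30%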;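 also: 0% = DMSO neutral control and 100% = excess unlabeled competitor peptide PRC23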
cardiac RTF act = cardiac RTF calcium sensitivity activators, primary screen, biochemical, IANBD-TnC fluorescence, EC20 calcium. Troponin I, cardiac muscle (Homo sapiens) + Troponin T, cardiac muscle (Homo sapiens) + …. IANBD-labeled TnC RTF fluorescence at EC20 calcium; 0% EC20 calcium, 100% full calcium. activation, % at 7.2 µM. hit rate 0.24% among 340,000. AID 493008, 2010;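 active = activation above the mean over all tested compounds plus 3 SD, cut at about 30% in these data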;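 also: rise in fluorescence read as greater calcium sensitivity of cardiac thin filaments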
DAGLB inh = DAGLB lipase inhibitors, primary screen, biochemical, fluorescence, HTS; Diacylglycerol lipase-beta (Homo sapiens), Q8NCG7; HEK293T DAGLB membrane lysate, EnzChek fluorogenic substrate; inhibition, % at 5.17 µM; hit rate 0.059% among 340,000; in the data active = inhibition above about 34%;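 also: 0% = enzyme with vehicle and 100% = wells lacking enzyme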
Target sequence (Q8NCG7 whole entry, looked up): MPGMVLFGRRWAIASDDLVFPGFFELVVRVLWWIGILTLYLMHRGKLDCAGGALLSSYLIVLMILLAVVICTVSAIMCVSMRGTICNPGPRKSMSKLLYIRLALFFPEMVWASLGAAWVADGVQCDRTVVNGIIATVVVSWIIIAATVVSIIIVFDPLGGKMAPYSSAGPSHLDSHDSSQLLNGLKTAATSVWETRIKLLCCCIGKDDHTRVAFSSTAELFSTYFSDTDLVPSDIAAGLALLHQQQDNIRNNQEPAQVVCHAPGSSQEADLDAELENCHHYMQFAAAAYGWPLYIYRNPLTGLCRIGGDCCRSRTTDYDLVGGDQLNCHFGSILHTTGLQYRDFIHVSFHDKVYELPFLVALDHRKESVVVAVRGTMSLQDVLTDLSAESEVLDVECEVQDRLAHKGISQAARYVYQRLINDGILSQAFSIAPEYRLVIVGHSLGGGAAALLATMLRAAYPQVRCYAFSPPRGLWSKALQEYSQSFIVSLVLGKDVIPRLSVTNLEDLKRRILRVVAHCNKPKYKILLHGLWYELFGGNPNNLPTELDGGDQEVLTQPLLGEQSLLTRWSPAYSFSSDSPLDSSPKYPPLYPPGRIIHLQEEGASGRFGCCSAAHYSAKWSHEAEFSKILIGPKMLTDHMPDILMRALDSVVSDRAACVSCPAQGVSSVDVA
Keap1-Nrf2 PPI = Keap1-Nrf2 protein-protein interaction inhibitors, primary screen, biochemical, fluorescence polarization, single point. inhibition, % at 9.4 µM. AID 504523, 2011. Keap1 Kelch-Nrf2 peptide fluorescence polarization, 1536-well. hit rate 0.15% among 340,000. Kelch-like ECH-associated protein 1 (Homo sapiens), Q14145; in the data active = inhibition above about 12%;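 also: human Keap1 Kelch domain with fluorescein labeled Nrf2 9mer peptide probe; 0% = neutral control wells and 100% = peptide positive control; higher means more block of Keap1 binding to Nrf2 peptide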
LANA DNA inh = inhibitors of KSHV C-LANA binding to DNA, primary screen, biochemical, fluorescence polarization, FAM-LBS DNA, MBP-C-LANA, single point. AID 504423, 2011. hit rate 0.078% among 340,000. inhibition, % at 9 µM. Kaposi's sarcoma herpesvirus LANA C-terminal domain (residues 932-1162) DNA binding;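 active = highest replicate inhibition at or above 60% at 9 µM, even if other replicates fall short; inactive = all replicates below 60% inhibition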;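 also: 0% = neutral control wells and 100% = 4 µM acridine orange control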
* hit, by the source's call; . = no result given.

SMILES	CAL PDZ FP-1	SR-BI uptake up	RTF Ca sens inh	Rtt109 Vps75	PKA-R2B activ	CAL PDZ FP-2	cardiac RTF act	DAGLB inh	Keap1-Nrf2 PPI	LANA DNA inh
CN(C)CCN(Cc1ccccc1)S(=O)(=O)c1ccc(-c2ccc(=O)[nH]n2)s1	-1.2	-6	5	3	-7	2	-5	-1	-5	-0.8
CCCCc1c(C)c2ccc(OCC(C)=O)cc2oc1=O	-1.9	-25	-8	1	-2	-3	11	-3	1	-1.0
COc1ccc(OC)c(S(=O)(=O)Nc2c(NC3CCCCC3)c3ccccc3oc2=O)c1	-1.0	-16	3	9	1	-4	-4	-5	-1	-0.8
CN(C)S(=O)(=O)c1cc(NC(=O)COC(=O)CC2Sc3ccccc3NC2=O)ccc1Cl (stereo unspecified)	-1.0	-29	-2	9	-4	-4	-1	0	-1	-1.1
CCOc1ccc(NC(=O)COC(=O)c2ccc3ncsc3c2)cc1OCC	-1.3	-6	-1	.	-5	-4	-16	4	.	.
Cc1cc(SCC(=O)Nc2ccc(O)cc2)n2ncc(-c3ccccc3)c2n1	-0.6	-21	10	-21	1	3	-1	-2	-4	-0.3
COc1ccc(NC(=O)NNC(=O)COc2ccc3cc(Br)ccc3c2)cc1OC	-2.1	-35	-9	-9	-3	-6	-2	0	-2	-0.4
Cc1csc(NC(=O)CSc2nnc(-c3ccc(Cl)cc3)n2N)n1	-11	-1	-11	3	5	.	0	4	-1	-1.6
CC(=O)Nc1nnc(SCc2ccc(F)cc2)s1	-2.2	13	0	-1	-2	-1	2	0	-1	-0.8
Cc1nc(-c2ccc(Cl)cc2)sc1C(=O)NN	-0.4	-25	-10	1	-4	.	0	-10	-5	-0.9
CC(C)NC(=O)CN1C(=O)NC(CCc2ccccc2)C1=O (stereo unspecified)	-0.8	-5	3	-6	0	0	0	0	2	-0.5
CC(C)Cn1c(=O)c2ccccc2c2ccccc2c1=O	-2.7	-13	-9	2	6	-2	1	-9	0	-0.6
Fc1c(F)c(F)c(/C=N/NC(=S)Nc2cccnc2)c(F)c1F	-0.7	12	-4	-2	-7	2	11	1	-5	1.4
O=C(CCNC(=O)C1CCN(S(=O)(=O)c2ccc(F)cc2)CC1)Nc1ccccc1	-1.2	12	-2	7	-4	10	-1	-2	-4	0.4
FC(F)(F)c1cc(NC2CCCCC2)ccn1	-0.6	3	-8	3	-9	-11	-5	0	-5	0.0
CC(C)(C)c1ccc(C(=O)c2c[nH]c(C(=O)NCCc3ccccn3)c2)cc1	-1.3	8	-4	-4	-1	-4	-3	-4	4	1.2
Cc1ccc(C)c(-c2nc3cc(N)ccc3o2)c1	-0.6	7	2	-5	0	-6	5	-1	-3	1.3
C[C@H](NC(=O)c1ccc(Cl)cc1)C(=O)OCn1nnc2ccccc2c1=O	-0.1	18	-2	-4	-12	.	-2	-4	3	0.4
COC(=O)[C@@H]1C[C@H]2CC[C@H](O)C[C@H]2N1Cc1ccc(C(C)(C)C)cc1	0.1	-4	-4	6	-4	-2	0	-4	-6	-1.9
COc1ccc(NS(=O)(=O)c2c(F)cc(F)c(Cl)c2F)cc1S(=O)(=O)N1CCCCC1	-0.1	16	7	0	-6	-4	-2	6	1	-0.1
O=C(NN1CCOCC1)c1cc(-c2cccc(Cl)c2)nc2ccccc12	-0.8	-11	-4	-13	-2	.	5	-3	-3	1.0
CN(C)CCNCCCNc1c2ccccc2nc2cccc([N+](=O)[O-])c12	-0.7	1	1	-2	3	-3	-1	-1	-3	-4.6
CC(Oc1cccc2cccnc12)C(=O)N/N=C/c1ccccc1 (stereo unspecified)	-2.1	-5	-7	.	-10	-1	0	2	0	0.8
CCCCCC(=O)Nc1ccc2oc(-c3ccncc3)nc2c1	-2.4	-23	-9	1	6	-4	4	-2	-5	-0.7
CC(C)CC(=O)Nc1ccc(-c2nnn(CC(=O)NCc3ccco3)n2)cc1	-2.8	-8	8	13	0	-2	-6	-3	0	-1.4
CCOC(=O)c1c(C)[nH]c(C(=O)OCC(=O)N(C)c2c(N)n(Cc3ccccc3)c(=O)[nH]c2=O)c1C	0.2	-10	-12	5	7	3	2	0	-3	2.3
CC(/C=C/c1ccc(C)o1)=C\C(=O)O	.	8	-10	2	-8	-12	2	1	1	1.1
COc1cc(-c2nnc(SCc3cccnc3)n2C)cc(OC)c1O	-0.2	-8	6	-1	-7	-2	-3	-4	-2	-1.1
Cn1c(=O)c2c(nc(NCCO)n2CCc2ccccc2)n(C)c1=O	-1.7	13	-10	-4	-14	-19	4	3	-1	-1.5
C=CCSc1nnc(-c2cccc3ccccc23)o1	-0.4	8	-9	0	-6	-1	6	-4	-6	-0.1
O=C(NC1CC1)C1CCN(Cc2cnn(-c3ccccc3)c2-n2cccc2)CC1	-0.7	-2	-6	2	-2	-2	3	0	-6	1.3
CCOC(=O)c1[nH]c2c(c1-c1ccccc1)C(=O)CC(c1ccc(Cl)cc1)C2 (stereo unspecified)	0.1	9	-6	7	6	-4	0	-3	-1	2.4
CC(C#N)N1CCN(S(=O)(=O)c2ccc3c(c2)CCC3)CC1 (stereo unspecified)	-1.1	1	-2	-5	-13	2	3	0	0	3.5
CCN(CC)S(=O)(=O)c1cccc(-c2nnc(SCC(=O)NCCC3=CCCCC3)n2N)c1	-1.2	-18	-2	5	11	-4	-4	-2	4	0.6
CCCN(Cc1ccccc1)C(=S)Nc1ccc(OCC)cc1	-2.7	.	-1	3	8	-4	-4	-2	3	0.0
COc1ccccc1-n1ccnc(SCC(=O)NC2CCCCC2)c1=O	-0.3	-26	3	-1	0	-2	-4	-3	3	1.0
COc1ccc(N(Cc2cc3cccc(C)c3[nH]c2=O)S(=O)(=O)c2ccc(Cl)cc2)cc1	-2.4	-34	-4	-3	9	-1	-2	0	1	-1.0
Cc1ccccc1CN(C)CCc1ccccn1	-1.5	46	1	-3	-3	-3	-2	-3	.	.
COc1ccc(COC(=O)C2=C(C)NC(=O)NC2c2ccccc2)cc1 (stereo unspecified)	-17	-66	-5	-23	-5	2	4	2	-2	0.2
CCn1c(CNC(=O)c2ccccc2OC)nnc1SCC(=O)c1ccc(F)cc1	0.5	.	-2	9	-7	.	-7	0	4	2.3
COc1ccc(NC(=O)Nc2cccc3c2O[C@H](CN(C)C(=O)NC(C)C)[C@@H](C)CN([C@H](C)CO)C3=O)cc1	-0.9	-4	-4	11	-6	1	-13	-2	0	2.0
CC(C)C(c1nnnn1Cc1ccc(F)cc1)N1CCC(C(N)=O)CC1 (stereo unspecified)	0.1	6	2	0	-6	1	-2	0	-4	0.0
CN(C)CCC(=O)N1c2ccccc2Sc2ccc(C(F)(F)F)cc21	0.2	20	1	2	6	-4	-5	4	-7	1.2
Cn1c(NN)nc2ccccc2c1=O	-4.0	-13	-5	-7	-6	-1	4	2	-2	0.3
CCC(C)(C)NC(=O)COc1ccc(C(=O)c2ccccc2)cc1	-4.8	17	2	-2	-4	-3	-3	0	3	1.1
CCCSCC(=O)Nc1ncc2c(n1)-c1ccccc1CC2	-1.7	15	-14	-5	1	-1	10	-3	-3	3.7
CCOC(=O)C1CCN(C(=O)c2cc(COc3ccc(F)cc3F)on2)CC1	-1.3	13	-5	0	20*	.	-3	-2	0	-0.3
COc1cccc(N2[C@@H](CC(=O)O)c3ccc(/C=C/C(=O)O)cc3S2(=O)=O)c1	1.1	8	-3	-8	-5	-1	-6	3	-1	14
Cc1csc2c(N3CCN(C(=O)Nc4ccc(OC(F)(F)F)cc4)CC3)ncnc12	-0.6	-9	-6	-1	-9	-4	2	0	3	1.4
Cc1cc(Br)ccc1NC(=O)CN(C)C(=O)CSC(=S)N1CCCC1	-0.7	-24	-9	-1	-8	1	2	1	-3	2.7
COc1cccc(C(=O)CSc2nnc(-c3cc(OC)cc(OC)c3)o2)c1	-1.0	19	-4	-2	3	-1	1	3	-2	0.0
CCCCc1ccc(NC(=O)N[C@@H](C)C(=O)O)cc1	-1.3	.	-9	-7	-13	-4	5	3	-1	-0.4
CC(=O)c1ccc(N(C(=O)CNC(=O)c2ccco2)C(C(=O)NC2CCCC2)c2ccc(C)o2)cc1 (stereo unspecified)	-1.6	-2	-10	2	-9	-2	-2	-1	1	-2.9
Cc1cc(C)c(C#N)c(SCC(=O)Nc2c(C)n(C)n(-c3ccccc3)c2=O)n1	-0.6	-5	2	-14	-11	.	-7	-1	-1	0.5
O=C1CCCC(NCCCCCCNC2=C([N+](=O)[O-])C(=O)CCC2)=C1[N+](=O)[O-]	-1.4	6	2	-3	4	-1	1	-1	0	6.6
CC1CCCN(C(=O)c2ccc(Br)c(S(=O)(=O)N3CCOCC3)c2)C1 (stereo unspecified)	0.3	-7	4	2	6	16	4	-1	-1	-1.2
CC(=O)c1ccc2c3c(cc(C)c2c1)CCCC3	-0.5	-29	8	10	-6	-2	2	-8	1	-1.7
COCc1cc(C)nc(OCC(=O)N/N=C/c2ccc(O)cc2O)c1C#N	-1.4	10	-2	-4	1	-3	2	-1	-4	-1.2
Cn1c(=O)c2c(ncn2CCC(=O)N/N=C/c2ccncc2)n(C)c1=O	1.3	6	7	9	13	-3	6	-2	-2	-0.9

Quoted at random: 2 entries already listed.
SMILES	CAL PDZ FP-1	SR-BI uptake up	RTF Ca sens inh	Rtt109 Vps75	PKA-R2B activ	CAL PDZ FP-2	cardiac RTF act	DAGLB inh	Keap1-Nrf2 PPI	LANA DNA inh
CC(=O)c1ccc2c3c(cc(C)c2c1)CCCC3	-0.5	-29	8	10	-6	-2	2	-8	1	-1.7
CC1CCCN(C(=O)c2ccc(Br)c(S(=O)(=O)N3CCOCC3)c2)C1 (stereo unspecified)	0.3	-7	4	2	6	16	4	-1	-1	-1.2
